Assay outcomes from PubChem BioAssay.
RAD52 inh – RAD52 DNA annealing inhibitors, primary screen, biochemical, FRET, single point, set 2. DNA repair protein RAD52 homolog (Homo sapiens), P43351. inhibition, % at 18.7 µM. 360,000 tested, 0.46% active. recombinant RAD52 DNA annealing, FRET fluorescence;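 active = every replicate showing at least 50% inhibition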
S100A4 inh HTS – inhibitors of S100A4-myosin IIA peptide binding, primary screen, biochemical, fluorescence polarization, TAMRA-MyoIIA peptide. Protein S100-A4 (Homo sapiens), P26447. inhibition, % at 10.7 µM. 360,000 tested, 0.14% active;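 active = mean inhibition of at least 70% across replicates, with every replicate also reaching that level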
Target sequence (P26447 whole entry, looked up): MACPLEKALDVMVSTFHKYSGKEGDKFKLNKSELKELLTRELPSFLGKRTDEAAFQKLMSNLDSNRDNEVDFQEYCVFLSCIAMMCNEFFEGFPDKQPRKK
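Material: S100A4 monomer protein / Buffer or medium: 50 mM HEPES pH 7.2, 10 mM CaCl2, 100 mM KCl / Times: 5 min incubation before reading / Benchmarks: neutral control DMSO, positive control TFP / Reagent: labelled myosin peptide probe, 5 nM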
ERAP1 inh – human ERAP1 aminopeptidase inhibitors, primary screen, biochemical, single point, plate reader; Endoplasmic reticulum aminopeptidase 1 (Homo sapiens), Q9NZ08; AID 652197, 2013; inhibition, % at 10.7 µM; recombinant ERAP1, Leu-AMC fluorescence, 60 min; 340,000 tested, 0.15% active;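 active = mean replicate inhibition of at least 30%, or all replicates individually reaching that 30% level; inactive = mean below 30% and not every replicate reaching it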;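 also: 0% = neutral control wells and 100% = L-leucinethiol positive control wells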
Target sequence (Q9NZ08 whole entry, looked up): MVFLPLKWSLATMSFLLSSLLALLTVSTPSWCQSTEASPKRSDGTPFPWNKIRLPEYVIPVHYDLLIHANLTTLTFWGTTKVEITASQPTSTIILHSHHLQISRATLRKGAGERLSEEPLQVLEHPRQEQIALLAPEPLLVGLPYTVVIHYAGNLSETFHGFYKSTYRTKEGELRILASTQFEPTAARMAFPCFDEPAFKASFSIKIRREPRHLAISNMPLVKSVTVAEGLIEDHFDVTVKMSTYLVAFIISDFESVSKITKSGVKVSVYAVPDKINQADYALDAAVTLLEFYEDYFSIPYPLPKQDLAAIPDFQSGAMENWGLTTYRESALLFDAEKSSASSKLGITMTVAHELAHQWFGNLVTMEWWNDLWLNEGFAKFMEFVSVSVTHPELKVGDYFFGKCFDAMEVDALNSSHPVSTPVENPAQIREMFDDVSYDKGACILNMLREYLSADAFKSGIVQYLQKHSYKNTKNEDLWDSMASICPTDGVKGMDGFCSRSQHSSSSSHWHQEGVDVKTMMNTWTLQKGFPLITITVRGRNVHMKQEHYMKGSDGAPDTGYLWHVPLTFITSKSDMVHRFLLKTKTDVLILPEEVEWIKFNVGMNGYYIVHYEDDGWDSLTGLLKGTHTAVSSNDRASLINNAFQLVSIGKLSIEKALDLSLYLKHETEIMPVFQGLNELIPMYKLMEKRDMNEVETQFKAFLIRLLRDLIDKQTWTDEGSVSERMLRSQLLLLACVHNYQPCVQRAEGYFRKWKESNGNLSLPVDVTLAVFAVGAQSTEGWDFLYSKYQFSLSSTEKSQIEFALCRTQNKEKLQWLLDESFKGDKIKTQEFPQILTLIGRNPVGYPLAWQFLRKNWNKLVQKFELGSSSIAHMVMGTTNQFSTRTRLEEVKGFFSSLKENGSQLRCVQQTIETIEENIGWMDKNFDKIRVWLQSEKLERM
E-selectin induc – E-selectin induction in HUVECs, primary screen, imaging, HUVEC, immunofluorescence imaging, single point; P16581; normalized: neutral wells 0, TNF-alpha wells 100; activation, % at 7.58 µM; 260,000 tested, 0.37% active; AID 686992, 2013;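 active = mean E-selectin-positive cell signal at least 10% of the positive control, reached in at least 60% of replicates, without over 20% cell loss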;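 also: in these data hits start at about 27%; measured in HUVEC primary endothelial cells; signal is the percent of cells scored E-selectin positive by PE staining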
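System: HUVEC / Compound: single concentration / Signal: immunofluorescence imaging / Read-out: percent E-selectin-positive cells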
esBAF inh – Bmi1 luciferase reporter increase in mESCs, primary screen, esBAF inhibitor project, mouse ES cells, Bmi1 luciferase knock-in, single point; 24 h; 100% = twice the neutral-well signal; reporter increase, % at 12.5 µM; 350,000 tested, 2% active; in the data active = activation above about 40%;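 also: 0% = median of the plate's neutral control wells and 100% = double that signal; a rise in the Bmi1 reporter signal indicates esBAF inhibition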
ERp5 inh – inhibitors of ERp5-driven insulin aggregation, primary screen, biochemical, turbidity, absorbance 650 nm, single point | 90 min | inhibition, % at 9.99 µM | Protein disulfide-isomerase A6 (Homo sapiens), Q15084 | 350,000 tested, 0.05% active;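 active = mean replicate inhibition above about 25%, with every replicate also reaching it, limit read from the data, passing the limit was not always enough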
Xi reactivation – activators of inactive X chromosome reactivation, primary screen, imaging, XiGFP fibroblasts, GFP high-content imaging, set 2; AID 743238, 2013; 360,000 tested, 0.055% active; XiGFP mouse fibroblasts, % GFP-positive cells imaging, 3 d; cells co-treated with 5-aza-dC sensitizer; scaled so ellipticine positive control = 100%; activation, % at 7.58 µM;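 active = mean normalized replicate activation at least 10% and every replicate at or above 10%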;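 also: 0% = median of on-plate neutral control wells and 100% = ellipticine 6 µM median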
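System: 68-5-11 XiGFP fibroblast line | Buffer or medium: DMEM containing 5-aza-dC | Compound: Single point | Times: Compounds 3 days, fix/stain 15 min at room temperature | Benchmarks: Positive control ellipticine, 6 µM final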
RAD54 branch – inhibitors of human RAD54 branch migration, primary screen, biochemical, fluorescence, single point; inhibition, % at 10.4 µM; RAD54 Holliday junction branch migration, FAM/BHQ fluorescence; DNA repair and recombination protein RAD54-like (Homo sapiens), Q92698; 360,000 tested, 0.14% active; AID 602329, 2012;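 active = mean normalized replicate activity at least 40 and at least half of replicates scoring 40 or more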;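 also: 0% = median of neutral control wells and 100% = median of positive control wells; inhibitors cause a drop in the FAM fluorescence signal; in these data hits start at about 50%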
Numbers without * were called inactive; . = no result given; & = joins results of further samples. Hits appear at their usual frequency (roughly 2.5% active in at least one column).

SMILES	RAD52 inh	S100A4 inh HTS	ERAP1 inh	E-selectin induc	esBAF inh	ERp5 inh	Xi reactivation	RAD54 branch
COc1cc(/C=N/NC(=O)Cc2csc(N3CCOCC3)n2)cc(OC)c1O	-33.0	-0.3	-2.5	-2.9	.	-2.9	0.2	.
CC(C)CCNc1nc(N)c([N+](=O)[O-])c(NCCO)n1	-9.5	-6.1	1.9	12.3	-3.5	-0.2	0.0	-6.5
O=C(C[C@@H]1C[C@H]2c3cc(NS(=O)(=O)c4ccc(F)cc4)ccc3O[C@H]2[C@@H](CO)O1)NCCN1CCCCC1	5.1	-0.8	-1.6	0.7	2.0	0.1	0.1	-2.4
O=C(NN1C(=O)C2C3C=CC(C4CC34)C2C1=O)c1cccc(Cl)c1 (configuration not stated)	.	.	.	-0.3	4.0	.	0.1	-2.5
CCCNC(=O)C1(C)CCCN(C(=O)c2cc(F)cc(F)c2)C1 (configuration not stated)	-4.2	-0.9	-3.5	.	-3.0	1.0	0.1	10.1
COc1ccc(N2CCN(C(=O)COC(=O)c3cnccn3)CC2)cc1	3.2	-6.6	2.9	-0.1	1.2	2.7	0.2	1.4
Cc1csc(SCC(=O)NCCc2ccc(Cl)cc2)n1	-4.8	-3.5	4.9	-0.2	-6.1	-3.3	0.0	.
O=C(Nc1ncc(Cc2ccccc2Cl)s1)c1ccc([N+](=O)[O-])cc1	-2.8	-2.1	-1.3	2.0	.	-5.8	0.5	-0.7
Cc1ccc(S(=O)(=O)Nc2c(C)nn(C)c2C)c(C)c1	-5.3	13.5	1.4	0.1	-4.2	6.1	0.3	.
CN(CC(=O)NCCc1ccccn1)S(=O)(=O)c1ccc(Cl)cc1	-22.0	-5.9	-8.6	2.0	-0.1	1.5	0.0	-17.1
Cn1c(=O)n(C)c2cc(CNC(=O)[C@H]3O[C@@H](n4ccc(=O)[nH]c4=O)[C@H](O)[C@@H]3O)ccc21	-14.9	0.6	-2.2	0.7	-8.5	0.6	.	2.2
CC[C@H](NC(=O)[C@@H](Cc1ccccc1)NC(=O)[C@H]1O[C@@H](n2cnc3c(=O)[nH]c(N)nc32)[C@H](O)[C@@H]1O)c1ccccc1	4.1	-5.8	4.2	0.1	.	-4.5	0.3	.
Cc1cc(C)c2c(N)c(C(=O)NC3CCCC3)sc2n1	-9.0	-1.4	1.7	.	35.3	3.5	0.0	-2.5
O=C(Nc1ccc(C(=O)O)cc1)/C(=C\c1ccc([N+](=O)[O-])cc1)NC(=O)c1ccc(Br)cc1	-4.2	-0.9	3.6	.	.	0.6	0.0	.
N#CC12C(=O)NC(=O)C1(C#N)C21CCCC1 (configuration not stated)	-0.9	3.2	0.0	-0.3	.	0.2	0.0	.
CCCn1c(N)c(C(=O)CSc2ncnc3sccc23)c(=O)n(C)c1=O	-40.9	-5.1	3.7	1.0	.	-14.1	0.0	.
COc1ccccc1-c1cc2nc(-c3ccccc3)cc(N3CCN(C(=O)c4ccco4)CC3)n2n1	-3.1	-3.0	1.1	0.0	-19.6	2.8	0.5	-4.0
CCS(=O)(=O)c1ncc(Cl)c(C(=O)Nc2ccc(S(=O)(=O)N3CCC(C)CC3)cc2)n1	-104.4	-4.3	0.1	-0.1	-89.9	0.7	0.0	13.0
CCCn1c(N)c(N(CCOC)C(=O)CSCC(=O)Nc2ccc(OC)cc2)c(=O)[nH]c1=O	8.7	-0.7	1.6	1.2	.	-5.2	0.3	2.1
O=C(NCCCNC(=O)c1ccccn1)c1cccc(F)c1	-13.5	-6.8	-1.7	0.1	-1.2	2.3	0.2	-4.8
CC(=O)c1ccc(OCc2cc(C(=O)NC(C)CCn3cccn3)no2)cc1 (configuration not stated)	-12.6	4.3	2.2	-0.1	70.6*	-2.8	0.0	19.1
O=C(CC1(O)C(=O)Nc2ccc(Br)cc21)c1ccccc1 (configuration not stated)	-1.9	-1.9	0.6	0.1	-0.1	-8.2	-0.1	0.5
CCNC(=O)C[C@H]1CC[C@@H]2[C@H](COc3ccc(NC(=O)c4ccc5c(c4)OCO5)cc3C(=O)N2C)O1	-5.7	-3.8	-0.5	0.0	1.7	-0.7	0.2	-20.3
COc1ccc(-c2ccc(C3[C@H]4CNC[C@@H]3N4Cc3cc(OC)cc(OC)c3)cc2)cc1 (some centres not stated)	42.4&21.5	14.8&19.3	-4.9&-1.5	0.3&-0.2	.	1.6&-6.1	0.2&0.2	.
O=c1[nH]c(C2CCN(S(=O)(=O)c3cccc(Cl)c3)CC2)nc2c1nnn2Cc1ccccc1	-11.1	-4.4	2.7	13.5	0.1	-1.2	0.2	3.5

Remaining list, next part
SMILES	RAD52 inh	S100A4 inh HTS	ERAP1 inh	E-selectin induc	esBAF inh	ERp5 inh	Xi reactivation	RAD54 branch
C[C@H](CO)N1C[C@H](C)[C@H](CN(C)C(=O)NC2CCCCC2)Oc2c(NS(=O)(=O)c3cn(C)cn3)cccc2C1=O	-0.6	-11.0	-1.9	.	0.5	-3.9	-1.0	1.1
COc1ccc(S(=O)(=O)Nc2ccc3c(c2)C(=O)N([C@H](C)CO)C[C@@H](C)[C@H](CN(C)S(=O)(=O)c2ccc(C)cc2)OCCCC[C@H](C)O3)cc1	-26.7	-1.0	0.0	.	1.3	0.8	0.1	5.7
COc1ccccc1-c1oc2ccccc2c1C#CC1(N)CCCCC1	-37.2	-2.2	-0.1	-0.4	-86.1	-3.2	0.0	-16.2
CCCNC(=O)C[C@H]1CC[C@H]2[C@H](COc3ccc(NS(=O)(=O)CC)cc3C(=O)N2C)O1	11.4	10.4	-0.7	0.0	-3.1	-2.2	0.1	0.9
CCN(CCCNC(=O)Cn1cc2c(n1)CCCC2)c1cccc(C)c1	-2.4	-1.2	.	0.5	-22.0	1.0	0.3	-2.9
CS(=O)(=O)N1CCC(C(=O)Nc2ccc(F)cc2)CC1	-11.1	7.3	-2.1	.	0.8	1.7	0.0	-7.8
COc1ccc(S(=O)(=O)Nc2cccc3c2O[C@@H](CN(C)S(=O)(=O)c2ccc(Cl)cc2)[C@H](C)CN([C@@H](C)CO)C3=O)cc1	-1.5	8.8	-2.2	-0.4	-4.5	-8.8	-1.2	2.9
CCCNC(=O)N1C[C@@H](O)COC[C@@H]2O[C@@H](CC(=O)O)CC[C@H]21	.	.	.	0.1	1.8	.	0.5	-18.2
O=c1c2ccccc2n2c(-c3cccc(F)c3)nnc2n1Cc1ccccc1	-0.7	-0.4	5.5	-0.8	.	-0.9	0.5	.
CCC(C)[C@H](NS(=O)(=O)c1ccc(C)cc1)C(=O)N1CCC(C(=O)N[C@@H](Cc2ccccc2)C(=O)O)CC1 (some centres not stated)	-7.1	10.3	0.1	.	-0.5	1.7	0.0	3.9
CCOC(=O)[C@@H]1[C@H]2COc3ccc(Br)cc3[C@H]2N2C(=O)N(c3ccc(Cl)cc3)C(=O)[C@]12C	-11.9	56.4	0.1	-0.3	-0.2	3.0	0.0	5.0
COc1ccc(NS(=O)(=O)c2cn(C)cn2)c(OC)c1	-2.6	-1.6	1.1	-0.1	-2.1	-2.0	0.1	-0.6
O=C(C[C@@H]1CC[C@@H]2[C@H](COC[C@@H](O)CN2S(=O)(=O)c2ccc(Cl)cc2)O1)N[C@@H]1CCN(Cc2ccccc2)C1	9.6	-2.4	-1.4	0.4	-7.2	-2.8	0.0	6.6
COC(=O)C[C@@H]1CC[C@H]2[C@H](COc3ccc(NC(=O)Nc4c(C)noc4C)cc3C(=O)N2C)O1	-19.2	-6.7	0.2	0.0	-2.7	5.3	0.1	7.3
Cc1ccc(/C=N/NC(=O)c2ccc(-n3cccc3)cc2)o1	-17.4	-6.2	-1.8	-0.2	-1.4	5.7	0.1	10.8
C[C@@H]1CN([C@@H](C)CO)C(=O)c2cc(-c3cccc(C(=O)N(C)C)c3)cnc2O[C@@H]1CN(C)S(=O)(=O)c1cccc(F)c1	-1.0	5.8	-0.8	-0.1	-4.3	4.8	0.3	4.3
O/N=C/c1ccc2cccc(OCc3ccccc3)c2n1	-17.2	-7.7	-0.4	-0.5	5.4	0.8	0.0	1.2
O=C(NCC1CCCCC1)c1ccc(Cl)nc1	14.5	-2.4	-0.8	0.3	-2.0	-4.9	0.0	-6.8
CCC(=O)c1ccc(N2CCN(C(=O)c3cccs3)CC2)c(F)c1	-8.7	-3.4	2.7	.	27.5	7.1	0.0	0.5
Cc1cccc(NC(=O)c2cccc(C(=O)Nc3cccc(C)c3C)n2)c1C	-9.6	1.4	-2.2	.	-11.7	0.4	-0.1	-0.6
CCC/C(=C1/c2ccccc2C(=O)N1c1ccccc1)c1cnc(OC)nc1	-3.0	11.1	-7.6	0.0	-5.5	0.6	0.0	4.4
Cc1ccc(CNC(=O)Cn2nnc(C(=O)Nc3cc(C)ccc3C)c2N)cc1	-23.2	-5.8	-3.5	.	6.2	1.4	-0.1	-7.1
Cn1cnnc1SCC(=O)NNC(=O)COc1ccc(Cl)cc1	-3.4	-3.8	-1.4	-0.1	.	-0.5	-0.1	.
CCOC(=O)c1c(-n2cccc2)sc2c1CCCC2=O	3.5	0.5	2.4	-2.1	-1.3	-1.2	2.1	4.0
O=C(NC1CCCCCC1)c1c(O)nc2sccn2c1=O	-7.8	5.3	-2.7	.	10.8	2.4	0.0	.

More compounds follow:
SMILES	RAD52 inh	S100A4 inh HTS	ERAP1 inh	E-selectin induc	esBAF inh	ERp5 inh	Xi reactivation	RAD54 branch
Fc1cc(F)c2nc(Nc3nc4cc5c(cc4s3)OCO5)sc2c1	-6.7	-0.7	-0.6	-1.2	.	-8.7	0.7	.
CC(NC(=O)[C@H](C)N1C(=O)N2CCc3c([nH]c4ccccc34)[C@@]2(C)C1=O)c1ccccc1 (some centres not stated)	-4.9	1.3	.	.	19.4	2.4	.	-9.6
CCCC(=O)Nc1ccc2c(c1)C(=O)N(C)C[C@@H](OC)[C@@H](C)CN(C(=O)c1cccnc1)[C@H](C)CO2	-7.8	-7.3	-0.2	0.0	4.2	0.2	0.0	-7.0
COc1ccc(C(=O)c2[nH]c(N)c(C(=O)NCCc3c[nH]c4ccccc34)c2-c2ccccc2Br)cc1	2.9	1.0	1.0	0.1	.	0.2	0.2	.
CCCC(=O)Nc1cccc(-c2cn3cccnc3n2)c1	-2.9	-6.6	-10.3	.	.	1.5	0.1	.
CCCN1C(=O)/C(=C/c2ccncc2)SC1=S	-27.5	3.8	-2.4	.	.	-0.2	-0.1	.

Rewritten field by field: entries from further up
SMILES: Cc1ccc(/C=N/NC(=O)c2ccc(-n3cccc3)cc2)o1
- RAD52 inh: -17.4
- S100A4 inh HTS: -6.2
- ERAP1 inh: -1.8
- E-selectin induc: -0.2
- esBAF inh: -1.4
- ERp5 inh: 5.7
- Xi reactivation: 0.1
- RAD54 branch: 10.8

SMILES: C[C@@H]1CN([C@@H](C)CO)C(=O)c2cc(-c3cccc(C(=O)N(C)C)c3)cnc2O[C@@H]1CN(C)S(=O)(=O)c1cccc(F)c1
- RAD52 inh: -1.0
- S100A4 inh HTS: 5.8
- ERAP1 inh: -0.8
- E-selectin induc: -0.1
- esBAF inh: -4.3
- ERp5 inh: 4.8
- Xi reactivation: 0.3
- RAD54 branch: 4.3
